ERp5 block: inhibitors of ERp5-driven insulin aggregation, primary screen, biochemical, turbidity, absorbance 650 nm, single point; 0.05% of 350,000 active; inhibition, % at 9.99 µM; 90 min; Protein disulfide-isomerase A6 (Homo sapiens), Q15084;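 active = mean replicate inhibition above about 25%, with every replicate also reaching it, limit read from the data, passing the limit was not always enough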
Target sequence (Q15084 whole entry, looked up): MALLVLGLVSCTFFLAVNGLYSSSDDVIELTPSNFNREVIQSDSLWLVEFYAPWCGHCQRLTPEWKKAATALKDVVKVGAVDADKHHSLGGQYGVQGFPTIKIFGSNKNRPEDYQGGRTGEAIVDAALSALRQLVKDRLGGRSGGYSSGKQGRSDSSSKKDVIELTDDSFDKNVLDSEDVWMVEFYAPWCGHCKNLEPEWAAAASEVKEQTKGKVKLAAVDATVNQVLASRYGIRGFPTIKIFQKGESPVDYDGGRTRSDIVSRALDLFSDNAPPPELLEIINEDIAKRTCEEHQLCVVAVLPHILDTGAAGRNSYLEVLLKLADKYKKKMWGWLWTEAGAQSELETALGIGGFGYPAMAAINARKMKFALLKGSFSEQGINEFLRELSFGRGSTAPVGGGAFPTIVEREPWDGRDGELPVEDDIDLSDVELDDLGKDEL
miR122 inh: miR-122 Renilla sensor signal increase in Huh7, primary screen, miR-122 inhibitor project, cell-based, single point, plate reader. activation (reporter increase), % at 12.5 µM. AID 602342, 2012. 0.3% of 340,000 active. Huh7 miR-122 Renilla luciferase sensor, 48 h; neutral wells = 0, positive control = 100;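 active = mean replicate activation score at least 90 and every replicate individually at or above 90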;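 also: higher luciferase means less miR-122 activity so hits act as miR-122 inhibitors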
esBAF inh: Bmi1 luciferase reporter increase in mESCs, primary screen, esBAF inhibitor project, mouse ES cells, Bmi1 luciferase knock-in, single point; 24 h; 100% = twice the neutral-well signal; 2% of 350,000 active; reporter increase, % at 12.5 µM; in the data active = activation above about 40%;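 also: 0% = median of the plate's neutral control wells and 100% = double that signal; a rise in the Bmi1 reporter signal indicates esBAF inhibition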
Statin myotox sup: suppressors of statin myotoxicity in C2C12 myotubes, primary screen, cell-based, single point, plate reader; C2C12 myotubes + simvastatin, ATP luminescence, 48 h; scaled: DMSO 0, geranylgeraniol control 100; rescue of ATP level, % at 7.49 µM; 0.78% of 330,000 active; AID 602340, 2012;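 active = mean ATP rescue above about 67%, or every replicate alone reaching that limit, limit read from the data, passing the limit was not always enough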;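 also: myotubes were challenged with 10 µM simvastatin during compound exposure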
SIRT5 inh: SIRT5 desuccinylase inhibitors, primary screen, biochemical, fluorescence imaging, single point, set 5 | NAD-dependent protein deacylase sirtuin-5, mitochondrial (Homo sapiens), Q9NXA8 | AID 652115, 2013 | Purified SirT5, succinyl-peptide AMC, trypsin-coupled fluorescence | 1.1% of 330,000 active | inhibition, % at 15 µM; in the data active = inhibition above about 15%
Target sequence (Q9NXA8 whole entry, looked up): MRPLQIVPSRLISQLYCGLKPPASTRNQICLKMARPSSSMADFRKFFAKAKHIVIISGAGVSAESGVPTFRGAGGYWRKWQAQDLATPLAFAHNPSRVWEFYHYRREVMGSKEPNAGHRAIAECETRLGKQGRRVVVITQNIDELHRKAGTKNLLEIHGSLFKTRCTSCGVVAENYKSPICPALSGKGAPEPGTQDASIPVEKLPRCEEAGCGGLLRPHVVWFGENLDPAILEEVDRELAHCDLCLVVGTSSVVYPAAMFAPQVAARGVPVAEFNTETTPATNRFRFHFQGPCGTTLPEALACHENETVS
ARNT-TACC3 inh: disruptors of ARNT/TACC3 protein interaction, primary screen, biochemical, AlphaScreen, single concentration; inhibition, % at 9.99 µM; Transforming acidic coiled-coil-containing protein 3 (Homo sapiens), Q9Y6A5; 0.66% of 390,000 active; AID 623870, 2012; AlphaScreen His-ARNT PAS-B/GST-TACC3 binding, luminescence; TACC3 fragment carries E629A point mutation;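 active = mean inhibition of replicates at least 50% and at least half of replicates each reaching 50%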;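 also: 0% = complete ARNT plus TACC3 wells and 100% = ARNT alone without TACC3; many hits fall short of the cut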
Cneo AK release: Cryptococcus neoformans cell lysis inducers, primary screen, AK release luminescence, single concentration; C. neoformans lysis, adenylate kinase release luminescence, 4 h; normalised: neutral wells 0, clomiphene wells 100; lysis activity, % at 15 µM; 0.2% of 360,000 active; AID 651654, 2012;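 active = mean lysis activity across replicates of at least 80%, whatever share of replicates individually reach that level; inactive = mean lysis activity below 80%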
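Material: C. neoformans cells; Schedule: 4 h static compound exposure, 37 °C, read 1 h post-reagent; Measured by: adenylate kinase release luminescence; Read-out: signal increase indicating cell lysis; Controls: Clomiphene as positive lysis control.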
* hit, by the source's call; x = no result given; [ ] = another dose, or the depositor's remark.

SMILES | ERp5 block | miR122 inh | esBAF inh | Statin myotox sup | SIRT5 inh | ARNT-TACC3 inh | Cneo AK release
CS(=O)(=O)N1[C@H](CO)[C@@H](c2ccc(C#CC3CC3)cc2)[C@@H]1C#N | -6 | x | -8 | 16 | 2 | 38 | 1
O=C(/C=C/[C@H]1O[C@@H](n2cnc3c(NC(=O)c4ccccc4)ncnc32)[C@H](O)[C@@H]1O)NCC1CCCO1 (stereo partly drawn) | -3 | 1 | 6 | 13 | -3 | x | 0
CN(C)C(=O)C[C@@H]1CC[C@H](NC(=O)NC2CCCCC2)[C@@H](CO)O1 | 1 | -11[16.7 µM] | -6 | -1 | 0 | -17 | 51
O=C(CSc1cn(CCNC(=O)c2cccs2)c2ccccc12)NCc1ccccc1 | 4 | x | 3 | 3 | -3 | 1 | 0
Cc1ccc(-c2nc3cnccn3c2Nc2ccc3c(c2)OCCO3)o1 | x | -7 | 33 | 5 | x | -3 | 0
COc1ccccc1-c1cnn2c(NCCc3ccccc3)cc(C)nc12 | 0 | -4 | 40 | -4 | -4 | -4 | -2
O=C(CNC(=O)c1ccco1)OCc1ccccc1Cl | 2 | x | 4 | 3 | 4 | -6 | 2
Cn1c(=O)c(=O)n(C)c2cc(S(=O)(=O)CCC(=O)N3CCCCC3)ccc21 | -1 | 4 | -3 | -4 | 1 | 0 | -1
CCCCn1c(N)c(N(CC(C)C)C(=O)Cc2ccc3c(c2)OCCO3)c(=O)[nH]c1=O | 12 | x | -6 | -23 | -1 | -1 | x
COc1ccc(NC(=O)C2CC(=O)N/C(=N/NC(=O)c3ccc(Cl)cc3)S2)cc1 (stereo not drawn) | -1 | x | x | x | -1 | 23 | x
C[C@H](NC(=O)C[C@H]1CC[C@H](NC(=O)C2CC2)[C@H](CO)O1)c1ccccc1 | 1 | x | 0 | 1 | 0 | -13 | -4
COc1c2ccoc2c(OC[C@@H](O)C(C)(C)OC)c2oc(=O)ccc12 | 3 | 5 | 6 | 3 | x | -2 | 0
COc1ccc(C)cc1NC(=O)CSc1ccc(-c2ccccn2)nn1 | 3 | 7 | 2 | 5 | -1 | 54* | 3
O=C(NCc1ccco1)C1CCN(c2nnc(-n3cccc3)s2)CC1 | 5 | 6 | 13 | x | x | -14 | -1
CO[C@H]1CN(C)C(=O)c2cc(NC(=O)Nc3c(C)noc3C)ccc2OC[C@@H](C)N(C)C[C@@H]1C | -5 | x | 1 | -1 | -6 | -2 | 1
Cc1cc(NCc2ccccn2)nc2ccccc12 | -4 | -4 | 20 | -6 | -2 | 13 | -2
CC(=O)CC(c1ccccc1)S(=O)(=O)c1ccc(C)cc1 (stereo not drawn) | x | 0 | -4 | -6 | x | -2 | -1
Cc1cc(NC(=O)Cn2nc([N+](=O)[O-])c(Br)c2C)no1 | -3 | -1 | -2 | -4 | 2 | -6 | x
CCn1c(Cl)c(C=O)s/c1=N\S(=O)(=O)c1ccccc1 | 4 | -72 | -61 | -447 | -1 | 9 | -9
CN(C(=O)COC(=O)Cc1ccc(Br)cc1)c1c(N)n(Cc2ccccc2)c(=O)[nH]c1=O | 3 | 3 | -1 | -2 | 0 | x | 7
CC(=O)Nc1cc(-c2ccc(F)cc2)[nH]n1 | 0 | x | x | x | 0 | -3 | x
CCOC(=O)N1CCC2(CC1)C(C#N)=C(N)Oc1n[nH]c(C)c12 | x | -1 | 0 | x | x | -1 | 1
CC(=O)N1CCN(CC(=O)Nc2ccccc2C(=O)Nc2ccccc2)CC1 | 3 | 3 | -3 | -3 | 3 | 2 | -3
CN1OC[C@@H]2CN[C@H](c3cccc(-c4ccc(C#N)cc4)c3)C[C@@H]21 | -4 | 3 | 3 | -1 | -4 | -5 | 1
Cc1cc(C)cc(C(=O)NCCCN2CCOCC2)c1 | 1 | 7 | 1 | 4 | 2 | -27 | -9
O=C(CNc1n[nH]c(=O)[nH]c1=O)N/N=C/C1CC=CCC1 (stereo not drawn) | 3 | x | x | x | -2 | -1 | x
CCOC(=O)c1[nH]c(C)c(C(=O)c2ccc(C)cc2)c1C | x | -1 | 30 | -88 | x | -6 | -8
CCCC(=O)Nc1ccc2c(c1)OC[C@@H](C)N(C(=O)CC1CC1)C[C@@H](C)[C@H](OC)CN(C)C2=O | 1 | -7[16.7 µM] | 1 | 6 | x | -3 | 3
CCC(=O)Nc1ccc2c(c1)C(=O)N(C)[C@@H]1CC[C@@H](CC(=O)NC3Cc4ccccc4C3)O[C@H]1CO2 | 5 | 3[16.7 µM] | 6 | -15 | 0 | 3 | -4
CN1[C@H](C(=O)NC2CCCCC2)[C@@H](CO)[C@@H]2Cn3c(ccc(-c4cccc(F)c4)c3=O)[C@@H]21 | -7 | -6[16.7 µM] | -3 | -29 | 16* | -2 | -2
CSCC[C@H](NC(=O)c1ccc(Br)o1)c1nnc2ccccn12 | 8 | 0 | 2 | 11 | 1 | 17 | -2
CCOC(=O)C1=C(C)N=C2SC(C)C(=O)N2C1c1ccc(C(=O)OC)cc1 (stereo not drawn) | x | -2 | 2 | 91* | x | x | 0
Cc1ccc(SCC(=O)OCC(=O)NCc2ccco2)cc1 | 0 | -7 | 1 | -5 | -7 | 12 | -2
COc1cccc(-c2ccc3c(c2)O[C@H](CN(C)C)[C@H](C)CN([C@H](C)CO)S3(=O)=O)c1 | -4 | 2[16.7 µM] | 1 | 2 | -2 | -2 | 0
CN(Cc1ccccc1Cl)C(=O)c1cc2ccccc2o1 | 2 | 42 | 25 | 3 | -5 | -17 | -1
NS(=O)(=O)c1ccc(NC(=O)COC(=O)COc2ccc(Br)cc2)cc1 | 1 | -2 | -7 | 11 | -3 | -7 | -3
c1ccc(CC2CCN(c3nc4ccccc4n4nnnc34)CC2)cc1 | x | 11 | 3 | -16 | x | -3 | 5
CCC(CC)C(=O)N(C)c1c(C)nc2c(OCc3ccc(OC(F)F)cc3)cccn12 | 2 | -6 | -1 | -115 | x | x | 0
CCNC(=O)COC(=O)c1cc(S(=O)(=O)N2CCCCC2)ccc1C | 1 | 3 | 12 | -1 | 2 | -1 | 1
CCOC(=O)c1cc2c(c(CCO)n1)[C@H](CCO)N(S(=O)(=O)C(C)(C)C)C2 | -1 | -2 | 2 | -2 | 1 | -4 | -10
O=C(O)CCc1ccc(-c2ccc(Br)cc2)o1 | x | 2 | 1 | 2 | x | -12 | 2
CC1CC(C)CN(c2nc3c(c(=O)n(C)c(=O)n3C)n2CCSc2ncccn2)C1 (stereo not drawn) | 1 | 1 | -9 | -6 | -5 | 1 | 1
COc1cc(S(=O)(=O)n2ccc(C)n2)c(OC)cc1Cl | x | 7 | 8 | 4 | x | 10 | -1
C=C(C)Cn1c2ccc(NC(=O)CCc3cccc(Cl)c3)cc2c(=O)n1C | 5 | 9 | 12 | -31 | -7 | x | 0
C=CCn1c(SC(C)C(=O)NCc2ccc3c(c2)OCO3)nnc1C1CCCCC1 (stereo not drawn) | x | 7 | -1 | 12 | x | -1 | x
CC(C)NC(=O)N(C)C[C@@H]1Oc2ccc(NC(=O)CCC(F)(F)F)cc2CC(=O)N([C@@H](C)CO)C[C@@H]1C | -1 | 0[16.7 µM] | -3 | -3 | 1 | -4 | -3
CC1=NN(c2ccccc2)C(=O)C1C(=O)c1cc([N+](=O)[O-])cc([N+](=O)[O-])c1 (stereo not drawn) | -3 | x | x | x | 1 | 4 | x
CCOC(=O)c1c(C)[nH]c(/C(C)=N/O)c1C | -3 | 0 | -2 | x | -5 | x | 1

Pulled one by one from the list above (two):
SMILES | ERp5 block | miR122 inh | esBAF inh | Statin myotox sup | SIRT5 inh | ARNT-TACC3 inh | Cneo AK release
O=C(O)CCc1ccc(-c2ccc(Br)cc2)o1 | x | 2 | 1 | 2 | x | -12 | 2
CCC(CC)C(=O)N(C)c1c(C)nc2c(OCc3ccc(OC(F)F)cc3)cccn12 | 2 | -6 | -1 | -115 | x | x | 0

(list continues)
SMILES | ERp5 block | miR122 inh | esBAF inh | Statin myotox sup | SIRT5 inh | ARNT-TACC3 inh | Cneo AK release
C[C@@H]1CCCCO[C@@H](CN(C)C(=O)NC2CCCCC2)[C@@H](C)CN([C@H](C)CO)C(=O)c2cc(NS(=O)(=O)c3cccs3)ccc2O1 | -5 | 0[16.7 µM] | -1 | -38 | -2 | -4 | -2
c1ccc2c(C3CCO3)cccc2c1 (stereo not drawn) | x | 4 | 0 | -7 | x | -4 | 6
COCC(=O)N(C)C[C@@H]1Oc2ncc(C#Cc3ccncc3)cc2C(=O)N([C@@H](C)CO)C[C@@H]1C | 3 | -1[16.7 µM] | -2 | x | 3 | -7 | -3
COc1ccccc1N1CCN(Cc2c[nH]c3ccccc23)CC1 | -2 | -2 | x | x | -2 | 2 | 3
C/C=C/c1ccc([C@@H]2[C@@H](CO)N(C(=O)NCCC)[C@H]2CN(C)C(=O)CC)cc1 | x | 21[16.7 µM] | 2 | 29 | x | -6 | 0
CC[C@H](NC(=O)c1c(C)c(-c2ccccc2)nc2ccccc12)c1ccccc1 | -3 | -3 | -7 | 13 | 1 | -5 | 2
Cc1cc(OC(=O)c2ccc(Cl)cc2Cl)c([N+](=O)[O-])c(=O)[nH]1 | -2 | -2 | -8 | -5 | 7 | -4 | 0
CCOC(=O)C1=C(C)NC(=O)NC1c1ccc(OC(=O)c2ccco2)c(OC)c1 (stereo not drawn) | -2 | x | x | x | -3 | -3 | x
O=C(COC(=O)c1cc([N+](=O)[O-])ccc1N1CCOCC1)Nc1ccc(Cl)cc1 | -1 | -13 | -4 | -1 | 3 | 11 | -12
Cc1ccc(NC(=O)c2cccc(Oc3ccc([N+](=O)[O-])cc3)c2)c(C(=O)O)c1 | 2 | -4 | -4 | -6 | 7 | -1 | -2
CCCCNC(=O)C1CCN(S(=O)(=O)c2c(C)noc2/C=C\c2ccc(OC)cc2)CC1 | 0 | 7 | 2 | -5 | -11 | -7 | -3
COc1cc(NC(=O)c2cccs2)c(C(=O)OCC(=O)NCc2ccccc2)cc1OC | x | 0 | -1 | 20 | x | -7 | -1

As entered above:
`CC[C@H](NC(=O)c1c(C)c(-c2ccccc2)nc2ccccc12)c1ccccc1` in Cneo AK release → 2
`CCOC(=O)C1=C(C)NC(=O)NC1c1ccc(OC(=O)c2ccco2)c(OC)c1` (stereo not drawn) in ERp5 block → -2
`COc1ccccc1N1CCN(Cc2c[nH]c3ccccc23)CC1` in ERp5 block → -2

ARNT-TACC3 inh: hit marks shown above.
molecule	ERp5 block	miR122 inh	esBAF inh	SIRT5 inh	ARNT-TACC3 inh
COc1ccc(C)cc1NC(=O)CSc1ccc(-c2ccccn2)nn1	3	7	2	-1	54*

More results follow:
SMILES | ERp5 block | miR122 inh | esBAF inh | Statin myotox sup | SIRT5 inh | ARNT-TACC3 inh | Cneo AK release
N#C/C(=N\Nc1cccc(C(F)(F)F)c1)C(=O)c1ccsc1 | 5 | x | x | x | 2 | 5 | x
C[C@@H]1CN([C@H](C)CO)C(=O)Cc2cc(NC(=O)NC3CCCCC3)ccc2O[C@@H]1CN(C)Cc1ccc(Oc2ccccc2)cc1 | -1 | -4[16.7 µM] | -7 | -279 | -1 | 0 | 1
Cc1nnc(SCCOC(N)=O)n1C | x | -2 | -2 | -26 | x | 1 | x
COc1cc(C(=O)N2CCN(C(=O)C3CCCO3)CC2)cc(OC)c1OC (stereo not drawn) | 3 | -6 | -9 | 1 | 1 | -1 | 0
Cc1nn(C)c(C)c1CN(C)C(=O)c1cc2nc(-c3ccco3)cc(C(F)(F)F)n2n1 | x | 0 | -2 | -6 | x | -12 | -1
C[C@@H]1CCCCO[C@@H](CN(C)C(=O)Cc2ccccc2)[C@@H](C)CN([C@H](C)CO)C(=O)c2cc(NC(=O)CCCCCC(=O)Nc3ccccc3N)ccc2O1 | 1 | 10[16.7 µM] | 3 | x | 0 | 8 | 1

Screening results as filed in PubChem BioAssay.

Rows are unselected, and some 4% of all compounds hit somewhere here.
